HePTP inh: inhibitors of human HePTP phosphatase; AID 521; hit rate 0.64% among 110,000; inhibition, % at 20 µM; recombinant HePTP phosphatase activity, OD absorbance; P35236; in the data active = inhibition above about 50%;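 note: plate controls were vehicle for no effect and reference inhibitor for full effect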
Target sequence (P35236 whole entry, looked up): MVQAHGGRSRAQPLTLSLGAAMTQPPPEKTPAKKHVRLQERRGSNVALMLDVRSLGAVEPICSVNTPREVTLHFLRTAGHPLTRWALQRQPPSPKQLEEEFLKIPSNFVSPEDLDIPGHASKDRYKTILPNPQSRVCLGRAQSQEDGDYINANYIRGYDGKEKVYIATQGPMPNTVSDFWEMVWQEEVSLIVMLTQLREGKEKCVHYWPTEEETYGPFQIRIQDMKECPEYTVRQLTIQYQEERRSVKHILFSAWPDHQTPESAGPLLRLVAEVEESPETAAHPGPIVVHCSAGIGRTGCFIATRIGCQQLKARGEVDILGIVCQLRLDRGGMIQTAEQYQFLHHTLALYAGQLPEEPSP
BAP1 inh: inhibitors of human BAP1 deubiquitinase; activity remaining (% of control), % at 20 µM; recombinant BAP1, Ub-AMC hydrolysis fluorescence kinetic; hits give low values; AID 436; hit rate 0.48% among 72,000;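 active = activity remaining at or below 50% of control, provided the compound also passes the data quality filters; inactive = the rest, including low values that fail the filters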;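 note: 100% = DMSO wells rate and 0% = substrate alone blank rate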
Target sequence (Q92560 whole entry, looked up): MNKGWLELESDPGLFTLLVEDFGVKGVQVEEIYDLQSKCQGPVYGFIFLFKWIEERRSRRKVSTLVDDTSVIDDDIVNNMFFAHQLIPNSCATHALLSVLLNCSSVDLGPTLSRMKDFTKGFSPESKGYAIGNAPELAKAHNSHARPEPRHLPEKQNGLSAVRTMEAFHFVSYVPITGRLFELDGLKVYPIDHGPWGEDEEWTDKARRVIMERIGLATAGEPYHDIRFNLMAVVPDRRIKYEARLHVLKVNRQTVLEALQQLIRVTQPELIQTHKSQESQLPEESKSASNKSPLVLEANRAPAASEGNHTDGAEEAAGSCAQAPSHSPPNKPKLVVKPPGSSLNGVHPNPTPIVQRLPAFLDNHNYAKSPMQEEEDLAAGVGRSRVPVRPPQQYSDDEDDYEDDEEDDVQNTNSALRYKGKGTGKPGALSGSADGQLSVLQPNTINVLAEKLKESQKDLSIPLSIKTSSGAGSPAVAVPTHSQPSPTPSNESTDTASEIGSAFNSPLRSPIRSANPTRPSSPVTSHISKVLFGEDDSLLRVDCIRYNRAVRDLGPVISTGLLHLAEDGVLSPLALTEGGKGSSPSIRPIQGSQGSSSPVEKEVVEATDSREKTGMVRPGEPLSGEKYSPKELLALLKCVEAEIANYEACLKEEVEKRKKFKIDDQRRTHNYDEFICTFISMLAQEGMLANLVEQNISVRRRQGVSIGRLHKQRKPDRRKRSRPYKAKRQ
The depositor's hits bear a star; nt = not tested or not shown; & = joins results of further samples.

SMILES	HePTP inh	BAP1 inh
O=C1CSC(=S)N1c1ccc(Cl)cc1	-3	nt
CCOC(=O)c1c(NC(=O)c2ccn(CC)n2)sc2c1CCCC2	7	nt
O/N=C1/c2ccccc2/C(=N/O)C1c1ccccc1	0	nt
O=C(NCc1cccnc1)c1cc(-c2cccs2)on1	4	108
Cc1ccc(NC(=O)C(=O)N/N=C/c2cccs2)cc1C	-7	nt
CN(C)c1ccc(N/C=C/C(=O)c2ccccc2)cc1	5	nt
COCCOC(=O)c1ccc(NC(=O)COc2ccc(-c3ccc(C)cc3)cc2)cc1	8	nt
Cc1ccc(-c2cc(C(=O)OCC(=O)Nc3cc(C)on3)c3ccccc3n2)c(C)c1	8	49*
COc1cc(OC)cc(C(=O)N2CCN(S(=O)(=O)c3ccc(Cl)cc3)CC2)c1	7	nt
COc1ccc(-c2cc(C(=O)NC(C(=O)O)C(C)C)c(C)o2)cc1OC (stereo not given)	5	56
Cc1c(NC(=O)CN2C(=O)c3cccc4cccc2c34)c(=O)n(-c2ccccc2)n1C	nt	94
O=C(O)CCC(=O)N1N=C(c2cccs2)CC1c1cccc([N+](=O)[O-])c1 (stereo not given)	3	nt
O=c1oc2ccccc2nc1/C=C(\O)c1cccs1	-4	nt
O=C(Nc1ccc(S(=O)(=O)Nc2ncccn2)cc1)c1cc2ccccc2o1	-9	nt
Cc1cccc(NC(=O)Cn2c3ccccc3c(=O)c3ccccc32)c1	nt	357
CCOC(=O)c1ccc2[nH]c(C)c(CCC(C)=O)c(=O)c2c1	5&-1	108
O=C(c1cnn2c1NC(c1ccc(Br)cc1)CC2C(F)(F)F)N1CCN(C(c2ccccc2)c2ccccc2)CC1 (stereo not given)	nt	115
O=S(=O)(c1ccc2c(c1)OCCO2)N1CCC(n2nnc3cc(F)ccc32)CC1	14	90
COc1ccc(NC(=O)CSc2nnc(-c3ccccc3Cl)n2Cc2ccco2)c(OC)c1	7	128
O=C(O)c1ccccc1NS(=O)(=O)c1cccc2cccnc12	0&2	110

Compounds shown so far containing a halogen (5):
SMILES	HePTP inh	BAP1 inh
O=C1CSC(=S)N1c1ccc(Cl)cc1	-3	nt
COc1cc(OC)cc(C(=O)N2CCN(S(=O)(=O)c3ccc(Cl)cc3)CC2)c1	7	nt
O=C(c1cnn2c1NC(c1ccc(Br)cc1)CC2C(F)(F)F)N1CCN(C(c2ccccc2)c2ccccc2)CC1 (stereo not given)	nt	115
O=S(=O)(c1ccc2c(c1)OCCO2)N1CCC(n2nnc3cc(F)ccc32)CC1	14	90
COc1ccc(NC(=O)CSc2nnc(-c3ccccc3Cl)n2Cc2ccco2)c(OC)c1	7	128

(listing goes on)
SMILES	HePTP inh	BAP1 inh
Cc1ccc(-c2noc(CSc3nc(N)cc(N)n3)n2)cc1	1	97
CCCS(=O)(=O)N1CCN(Cc2ccco2)CC1	5	99
O=C(NC1=NCCS1)C12CC3CC(C1)CC(C(=O)NC1=NCCS1)(C3)C2	11	130
Cn1cc(S(=O)(=O)CC(=O)N2CCc3ccccc32)c2ccccc21	3	90
COc1cccc(-n2c(Cc3cc(=O)[nH]c(=O)[nH]3)nnc2SCC(=O)NC2CCCC2)c1	1	97
O=C(O)c1ccc(CN2C(=O)c3ccccc3S2(=O)=O)cc1	7	97
Cc1cc2ccccc2n1CCNC(=O)C(C)(C)C	1	94
O=C(CCN1C(=O)c2ccccc2C1=O)Nc1cccc(O)c1	nt	211
CCCCCCCC(=O)N/N=C/c1c[nH]c2ccccc12	3	nt
COC(=O)Nc1sc2c(c1C(=O)N1CCOCC1)CCC(C)C2 (stereo not given)	17	89
C=CCOc1ccc(Cl)cc1/C=C1/SC(=S)N(Cc2ccccc2)C1=O	1	nt
Cc1ccnc(Nc2nc(-c3ccc(Br)cc3)cs2)c1	0	nt
c1ccc2c(c1)CCCn1nnnc1-2	1	106
CCc1cc2c(=O)c(Oc3ccccc3)c(C(F)(F)F)oc2cc1OC	nt	147
O=C(Nc1ccc(Br)cn1)c1cc2n(n1)C(C(F)(F)F)CC(c1ccccc1)N2 (stereo not given)	15	nt
Cc1cc(NC(=O)CSc2nnc(CNc3cccc(C(F)(F)F)c3)n2Cc2ccco2)no1	-10	100
COc1cccc(C(=O)Oc2cc(N)n(S(=O)(=O)c3ccc(C)cc3)n2)c1OC	4	101
C=CCN(CC=C)CN1C(=O)C(=O)c2cc(Br)ccc21	-13	nt
CC(=O)CC(=O)Nc1ccccc1Br	-9	nt
O=C(c1nc2ccccc2s1)N1CCSCC1	7	nt
COc1nonc1NCn1nc(C)cc1C	0	107
O=C(N/N=C/c1cccc([N+](=O)[O-])c1)C1CC(=O)N(c2ccc(F)cc2)C1 (stereo not given)	5	nt
O=C(NC1CCN(C(=O)Nc2cccc(F)c2)CC1)C1CCCCC1	17	97
Cc1ccc(S(=O)(=O)N2CCN(C(=O)COc3ccc(-c4nnco4)cc3)CC2)cc1	1	109
Cc1cc(NC(=O)CSc2nc3ccsc3c(=O)n2Cc2ccccn2)n[nH]1	5	87
CCN1C(=O)c2cccc3c(S(=O)(=O)Nc4ccc(OC)cc4OC)ccc1c23	-2	73
c1ccc2c(c1)OCC(CSc1nc3ccccc3[nH]1)O2 (stereo not given)	-5	nt
CCOC(=O)c1ccc(NC2SC(=O)N(c3ccccc3)C2=O)cc1 (stereo not given)	6	nt
O=C(Nc1ccc(I)cc1Cl)c1ccc(-c2cccc([N+](=O)[O-])c2)o1	3	nt
CCc1ccccc1NC(=O)CN(c1ccc(OC)c(Cl)c1)S(C)(=O)=O	12	nt
CCOc1ccccc1NC(=O)CN(c1ccccc1Cl)S(C)(=O)=O	-2	nt
CCc1ccc(S(=O)(=O)NCCc2cn3ccsc3n2)s1	-1	91
COc1cc(NS(=O)(=O)c2ccc(Cl)cc2)c(OC)cc1Br	6	nt
O=C(Cn1nc(C(F)(F)F)c2c1CCC2)NCc1ccc(F)cc1	-6	88
COC(=O)CCC(=O)Nc1ccc([N+](=O)[O-])cc1C	8	nt
COc1cccc(N2CCN(CC(=O)Nc3nc4c(s3)CC(C)CC4)CC2)c1 (stereo not given)	4	98
Cc1nnc(SCC(=O)Nc2ccc3c(c2)oc2ccccc23)s1	5	nt
COCCNC(=O)c1cnn2c(C(F)(F)F)cc(-c3ccco3)nc12	7	nt
COCCCn1c(SCC(=O)NCc2ccco2)nc2sc3c(c2c1=O)CCC3	6	103
CCOc1nc(C)ccc1-c1noc(-c2ccccn2)n1	5	88

5 compounds from above, arranged by heavy-atom count, smallest number first.
SMILES	HePTP inh	BAP1 inh
COC(=O)CCC(=O)Nc1ccc([N+](=O)[O-])cc1C	8	nt
CCc1ccc(S(=O)(=O)NCCc2cn3ccsc3n2)s1	-1	91
O=C(Cn1nc(C(F)(F)F)c2c1CCC2)NCc1ccc(F)cc1	-6	88
CCOc1ccccc1NC(=O)CN(c1ccccc1Cl)S(C)(=O)=O	-2	nt
COc1cccc(N2CCN(CC(=O)Nc3nc4c(s3)CC(C)CC4)CC2)c1 (stereo not given)	4	98

(list continues)
SMILES	HePTP inh	BAP1 inh
CCOC(=O)c1sc2ncn(C(CC)C(=O)OCC)c(=O)c2c1C (stereo not given)	-3	90
O=c1c2ccccc2nc(SCc2nc(-c3ccccc3)no2)n1-c1ccc(F)cc1	9	55
Cc1no[n+]([O-])c1COc1ccc(C=O)cc1	4	nt
CCn1cc(C2Nc3ccccc3C(=O)N2O)c(C)n1 (stereo not given)	1	104
O=C(NCc1ccc2c(c1)OCO2)c1cccnc1	1	110
O=C(COc1ccc2ccccc2c1)Nc1ccc(OC(F)(F)F)cc1	-10	nt
COc1ccc(/C=C(\NC(=O)c2ccccc2)C(=O)N/N=C/c2ccccn2)cc1	3	nt
COc1cccc(C(=O)CN2CCN(S(=O)(=O)c3ccc(Br)cc3)CC2)c1	15	112
COc1ccc(-c2noc(CCC(=O)NCCN(C)Cc3ccccc3)n2)cc1	-8	109
O=C(NC1CCCC1)C1CCN(S(=O)(=O)c2cccc3cccnc23)CC1	8	103

The closing 6 records of the part before open the next one.
SMILES	HePTP inh	BAP1 inh
O=C(NCc1ccc2c(c1)OCO2)c1cccnc1	1	110
O=C(COc1ccc2ccccc2c1)Nc1ccc(OC(F)(F)F)cc1	-10	nt
COc1ccc(/C=C(\NC(=O)c2ccccc2)C(=O)N/N=C/c2ccccn2)cc1	3	nt
COc1cccc(C(=O)CN2CCN(S(=O)(=O)c3ccc(Br)cc3)CC2)c1	15	112
COc1ccc(-c2noc(CCC(=O)NCCN(C)Cc3ccccc3)n2)cc1	-8	109
O=C(NC1CCCC1)C1CCN(S(=O)(=O)c2cccc3cccnc23)CC1	8	103
CCOC(=O)N1CCN(c2nc3ccccc3nc2C(C#N)S(=O)(=O)c2ccc(C)cc2)CC1 (stereo not given)	11	75
NC(=O)c1cccc2c1-c1ccccc1/C2=N/NC(N)=S	3	nt
COC(=O)CNC(=O)C(C)NC(=O)OCc1ccccc1 (stereo not given)	6	101
O=C(c1ccc(F)cc1)N(Cc1ccccc1)C1CCS(=O)(=O)C1 (stereo not given)	13	82
CCCOC(=O)c1[nH]c2c(c1C)C(=O)CC(c1ccc(OC)c(OC)c1)C2 (stereo not given)	-10	113
COc1ccccc1C1C(C#N)=C(N)Oc2cc(C)n(CCCn3ccnc3)c(=O)c21 (stereo not given)	-1	103
CCOC(=O)Cc1[nH]nc2c1C(c1ccoc1)C(C#N)=C(N)O2 (stereo not given)	8	91
COc1ccccc1C(=O)NC1CC(C)(C)NC(C)(C)C1	5	nt
CCOC(=O)C1CCN(S(=O)(=O)c2cc(Cl)c(C)cc2OC)CC1	13	117
Cc1cc(C)cc(Oc2ccc(N)cc2)c1	6	nt
CC(=O)Oc1cccc(N2C(=O)c3ccc(C(=O)O)cc3C2=O)c1	8	98
CN(C)c1ccc(/C=N/Nc2nnc3c(n2)[nH]c2ccc(Br)cc23)cc1	-13	nt
CNc1nc(NC)nc(-n2c(C(F)(F)F)nc3ccccc32)n1	-10&3	146
CNC(=O)c1ccc2snnc2c1	10	98
CCc1c(C)nc2[nH]nc(NC(=O)C(F)(F)F)n2c1=O	-11	98
Cc1ccccc1C(=O)NCc1ccco1	-7	nt
Cc1ccc2c(c1)c1c(n2CC(O)Cn2c(C)nc3ccccc32)/C(=N\O)CCC1 (stereo not given)	-4	64
O=C1S/C(=C\c2ccc(Br)o2)C(=O)N1c1ccc(Cl)c(Cl)c1	-11	nt
O=C(CCn1c(=O)sc2ccccc21)NCCC1=CCCCC1	nt	88
CC1(C)CCC[C@@]2(C)C1CC[C@]1(C)OC(=O)C[C@H]21 (stereo not given in full)	-4	nt
Cc1cc(C(=O)N2CCN(C)CC2)ccc1[N+](=O)[O-]	-10	nt
CCOc1ccc(-c2nc(C#N)c(NCC(C)C)o2)cc1	5	163
CCOC(=O)c1ccc(NC(=O)CNC(=O)C2CCCCC2)cc1	6	105
Cc1cccc(C(=O)N(C(=O)c2cccc(C)c2)c2ncccn2)c1	8	nt
Cc1cc(NC(=O)c2sc(Nc3cccc(C(F)(F)F)c3)nc2N)no1	2	72
CCn1c(=O)c2cc(S(=O)(=O)NCCOc3ccccc3)ccc2n(CC)c1=O	5	108
C=CCSc1nc2ccccc2[nH]1	9	118
COCCOC(=O)C1=C(C)NC2=C(C(=O)CC(c3cccs3)C2)C1c1ccsc1 (stereo not given)	2	nt
O=C(O)C1C2CCC(C2)C1C(=O)Nc1nc2c(s1)CCCC2 (stereo not given)	11	nt
CC(=O)Oc1cc(C(C)C)c(OCCN(C)C)cc1C	4	89&95
COc1ccccc1C(=O)NNC1=CC(=O)CC(C)(C)C1	-4	nt
CC1CC(C)CN(CC(=O)N2CCc3[nH]c4ccccc4c3C2)C1 (stereo not given)	10	109
COc1ccc(C)cc1NC(=O)c1cnc2n(c1=O)CCS2	nt	83
COc1ccc(C2c3c(oc4c(C)cc(C)cc4c3=O)C(=O)N2Cc2cccnc2)cc1OC (stereo not given)	8	93
COC(=O)c1ccccc1NC(=O)Nc1cccnc1	6	103
O=[N+]([O-])c1ccc(Oc2ccc(S(=O)(=O)Nc3ccccc3)cc2)cc1	nt	100
CCn1c(=S)sc2nc(C)sc21	9	92
COc1ccccc1NC(=O)c1cc(Nc2ccccc2)nc2ccccc12	-15	nt
COC(=O)c1nnn(-c2nonc2N)c1-c1cccs1	4	91
COc1cc(OC)cc(C(=O)Nc2nc3ccc4nc(SC)sc4c3s2)c1	nt	219
Cc1ccc(CCNC(=O)C2CCN(c3nn4c(=O)cc(C)nc4s3)CC2)cc1	0	90
Cc1onc(-c2ccccc2)c1C(=O)Nc1sc(C)c(C)c1C(N)=O	9	nt
O=C(O)CCCCCN1C(=O)/C(=C2/C(=O)N(CC(=O)O)c3ccccc32)SC1=S	6	nt
Cc1ccc(S(=O)(=O)NC(Cc2ccccc2)C(=O)Nc2nc3ccc(C)cc3s2)cc1 (stereo not given)	-4	nt
COc1ccc(NC(=O)CN(c2cc(C)cc(C)c2)S(=O)(=O)c2c(C)noc2C)cc1OC	6	90
c1nc2nc3c(c(N4CCOCC4)n2n1)CCCC3	4	nt
COc1ccc(NC(=O)CSc2nnc(Cc3cccn3C)n2-c2ccc(F)cc2)cc1	10	80
COc1ccc(NC(=O)c2nn3c(c2Br)NC(c2cccs2)CC3C(F)(F)F)cc1OC (stereo not given)	-6	nt
C[C@]12CC[C@@H]3c4ccc(O)cc4CC[C@H]3[C@@H]1CCC2=O	9	135&84
CCOC(=O)Cn1ncc(-c2ccccc2)c1N	9	97
Going on with the list.
SMILES	HePTP inh	BAP1 inh
COc1cc(NC(=O)c2ccc(C)c([N+](=O)[O-])c2)cc(OC)c1	3	nt
COc1cc2c(cc1OC)CN(C(=O)CSc1n[nH]c(N)n1)CC2	6	81
Cc1cc(NC(=O)c2noc3c2CCCC3)n(-c2ccccc2)n1	-2	101
Cn1nc(C(=O)NCCN2CCOCC2)c2ccccc2c1=O	-1	69
CC(C)Nc1nc(NC(C)C)nc(C(N)=O)n1	11	105
O=C(N/N=C/c1cc(Br)ccc1O)c1cc(-c2ccc3ccccc3c2)n[nH]1	-9	nt
N#Cc1c(-c2cccc(Br)c2)cc(C2CC2)nc1N	8	nt
O=C(O)c1c(NS(=O)(=O)c2ccccc2)sc2c1CCCC2	-2	nt
O=C(Nc1nc2ccccc2s1)C1CCCN1S(=O)(=O)c1ccc(Cl)cc1 (stereo not given)	-1	124
Cc1cc(N2CCN(c3ccccn3)CC2)n2nc(C)nc2n1	4	105
